hIAP act: human IAP activators, primary screen, biochemical, luminescence, uHTS; Intestinal-type alkaline phosphatase (Homo sapiens), P09923; purified human IAP, CDP-Star luminescence, 30 min; stronger effect = higher value; 1 = vehicle-only enzyme, 0 = enzyme-free background; activation factor at 10 µM; hit rate 0.16% among 330,000;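 active = activation factor of the enzyme at least 2-fold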; note: the source names both 10 and 20 µM as test concentration; values of inactives mirror those of a sister screen read the other way
mIAP block: inhibitors of mouse IAP, primary screen, biochemical, luminescence, uHTS | intestinal alkaline phosphatase [Mus musculus] | purified mouse IAP, CDP-Star luminescence, 30 min | inhibition, % at 10 µM | hit rate 0.2% among 330,000;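 active = inhibition of at least 40% at 10 µM in the primary screen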;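 note: plate controls were DMSO with enzyme for no effect and no enzyme wells for full effect; values of inactives mirror those of a sister screen read the other way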
ATG4B inh: ATG4B protease inhibitors, primary screen, biochemical, fluorescence, uHTS; ATG4B cleavage of LC3-PLA2, NBD-HPC fluorescence, 1 h; AID 504462, 2011; hit rate 0.51% among 340,000; Cysteine protease ATG4B (Homo sapiens), Q9Y4P1; inhibition, % at 8.33 µM; in the data active = inhibition above about 40%
PfGluPho inh: PfG6PD enzyme inhibitors, primary screen, biochemical, fluorescence intensity, uHTS. glucose-6-phosphate dehydrogenase-6-phosphogluconolactonase (Plasmodium falciparum 3D7). PfGluPho enzyme, NADPH resazurin-diaphorase fluorescence. hit rate 0.78% among 350,000. inhibition, % at 20 µM. AID 504690, 2011;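 active = inhibition reaching at least a set limit at 20 µM in the primary screen, cut at about 59% in these data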;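 note: 0% = DMSO wells with substrate and 100% = DMSO wells lacking glucose-6-phosphate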
HKDC1 inhibitor: HKDC1 hexokinase inhibitors, primary screen, biochemical, fluorescence, uHTS | recombinant HKDC1, G6PDH/diaphorase resazurin coupled fluorescence | Q2TB90 | inhibition, % at 20 µM | hit rate 0.16% among 340,000 | AID 493160, 2011;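 active = inhibition above about 35% when tested at 20 µM, limit read from the data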;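 note: plate controls were DMSO wells with enzyme for no effect and DMSO wells lacking enzyme for full effect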
Target sequence (Q2TB90 whole entry, looked up): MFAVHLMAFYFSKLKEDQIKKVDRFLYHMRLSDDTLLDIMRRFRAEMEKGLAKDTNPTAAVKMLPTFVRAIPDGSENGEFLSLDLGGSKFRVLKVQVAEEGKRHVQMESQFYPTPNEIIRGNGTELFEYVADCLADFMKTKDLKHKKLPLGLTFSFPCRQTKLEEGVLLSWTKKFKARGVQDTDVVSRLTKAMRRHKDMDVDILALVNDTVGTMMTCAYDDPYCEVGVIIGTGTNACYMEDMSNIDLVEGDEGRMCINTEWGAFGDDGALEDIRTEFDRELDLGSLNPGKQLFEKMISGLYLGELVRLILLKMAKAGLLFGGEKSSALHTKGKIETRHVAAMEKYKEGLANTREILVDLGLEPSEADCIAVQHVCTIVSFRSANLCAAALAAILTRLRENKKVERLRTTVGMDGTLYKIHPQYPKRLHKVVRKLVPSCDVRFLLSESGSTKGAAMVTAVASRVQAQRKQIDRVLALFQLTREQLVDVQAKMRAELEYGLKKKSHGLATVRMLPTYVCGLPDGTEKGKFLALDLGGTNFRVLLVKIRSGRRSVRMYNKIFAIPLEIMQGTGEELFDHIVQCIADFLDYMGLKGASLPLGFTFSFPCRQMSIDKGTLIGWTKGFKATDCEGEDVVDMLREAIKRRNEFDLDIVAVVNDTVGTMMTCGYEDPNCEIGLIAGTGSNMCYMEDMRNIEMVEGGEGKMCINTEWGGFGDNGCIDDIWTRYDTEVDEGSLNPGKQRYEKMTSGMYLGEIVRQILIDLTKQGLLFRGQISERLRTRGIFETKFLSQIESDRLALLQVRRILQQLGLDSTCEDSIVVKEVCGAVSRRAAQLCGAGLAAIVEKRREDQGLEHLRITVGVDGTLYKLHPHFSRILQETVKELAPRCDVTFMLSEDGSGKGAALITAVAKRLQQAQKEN
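Assay system: recombinant HKDC1 hexokinase; detection: coupled resazurin fluorescence, excitation 525 nm, emission 613 nm; benchmarks: DMSO-plus-enzyme-mix negative control, buffer-substituted positive control; compound dosing: single 20 µM dose; schedule: 90 min at room temperature in dark; also added: glucose plus 1 mM ATP as hexokinase substrates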
APOBEC3A inh: APOBEC3A ssDNA deaminase inhibitors, primary screen, selectivity assay for APOBEC3G inhibitor project, biochemical, FAM/TAMRA oligo cleavage fluorescence | recombinant A3A, FAM/TAMRA ssDNA deamination fluorescence | inhibition, % at 20 µM | hit rate 0.41% among 330,000 | AID 493011, 2011;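 active = at least 40% inhibition at 20 µM here, with at most 30% in a related deaminase screen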;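 note: plate controls were A3A with DMSO for no effect and wells lacking A3A enzyme for full effect; some results filed as inactive read as strong as hits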
Target sequence (P31941 whole entry, looked up): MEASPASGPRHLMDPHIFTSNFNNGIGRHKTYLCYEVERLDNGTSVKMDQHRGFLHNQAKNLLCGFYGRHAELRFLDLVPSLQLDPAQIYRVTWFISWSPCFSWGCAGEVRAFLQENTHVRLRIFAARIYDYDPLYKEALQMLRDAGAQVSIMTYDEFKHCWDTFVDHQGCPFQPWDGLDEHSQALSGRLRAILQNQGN
hIAP inh: human IAP inhibitors, primary screen, biochemical, luminescence, uHTS; purified IAP, CDP-Star luminescence, 30 min; inhibition, % at 10 µM; hit rate 0.12% among 330,000;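 active = inhibition reaching a set limit with compound at 10 µM in the primary screen, cut at about 35% in these data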;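 note: plate controls were DMSO wells with enzyme for no effect and no-enzyme buffer wells for full effect; values of inactives mirror those of a sister screen read the other way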
mIAP activ: activators of mouse IAP, primary screen, biochemical, luminescence, uHTS | muIAP, CDP-Star luminescence, 30 min; stronger effect = higher value; 1 = vehicle-only enzyme signal, 0 = enzyme-free wells | activation factor at 10 µM | hit rate 0.24% among 330,000 | AID 2805, 2010;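 active = activation factor of at least 2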; note: the source names both 10 and 20 µM as test concentration; values of inactives mirror those of a sister screen read the other way
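Assay system: mouse IAP enzyme; Reagent: CDP-Star chemiluminescent phosphatase substrate; Compound: DMSO-dissolved test compounds; Incubation: 30 min, room temperature; Technique: luminescence from enzymatic CDP-Star hydrolysis; Controls: DMSO-only wells and no-enzyme negative control.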
Numbers without * were called inactive; x = not tested or not shown.

hIAP act	HKDC1 inhibitor	mIAP activ	APOBEC3A inh	PfGluPho inh	mIAP block	hIAP inh	ATG4B inh	SMILES
1.1	0	0.99	-3	15	0	-10	-2	O=C1c2ccccc2C(=O)N1Cc1nc2ccccc2o1
1.3	-3	1	0	8	0	-31	2	CN(C)C(=O)c1ccc(NC(=O)CSc2nnc(-c3ccc4c(c3)OCO4)o2)cc1
1.2	1	1	2	-3	-3	-24	15	O=C(O)c1cccc(N2C(=O)CSC2c2ccccc2)c1 (stereo not given)
0.86	-10	0.96	-1	10	4	14	9	CC1=CC(C)(C)N(C(=O)CNC2CCCCC2)c2cc(C)ccc21
1.3	1	1	-2	-28	-2	-32	-5	CCCCN(C(=O)CSc1nn(-c2ccc(F)cc2)c(=S)s1)c1c(N)n(CCCC)c(=O)[nH]c1=O
1	-5	1	-1	-20	0	-3	-8	O=C(CCc1ccccc1)NCCCN1CCOCC1
1.1	-10	1.1	-2	3	-12	-7	1	CCn1nnc(NC(=O)C(C)(c2ccccc2)c2ccccc2)n1
0.88	-3	1	-2	0	-2	12	4	Fc1ccccc1CN1CCCCCCC1
0.9	-7	0.89	-5	-5	11	10	5	N#C/C(=C/c1ccc(C(=O)O)cc1)C(=O)Nc1ccccc1
0.88	8	1	11	-15	0	12	-3	O=C(COC(=O)c1ccc2c(c1)S(=O)(=O)N=C1CCCCCN12)NCCc1ccc(F)cc1

2 entries from above, reformatted:
> O=C(CCc1ccccc1)NCCCN1CCOCC1
  hIAP act = 1
  HKDC1 inhibitor = -5
  mIAP activ = 1
  APOBEC3A inh = -1
  PfGluPho inh = -20
  mIAP block = 0
  hIAP inh = -3
  ATG4B inh = -8
> O=C(COC(=O)c1ccc2c(c1)S(=O)(=O)N=C1CCCCCN12)NCCc1ccc(F)cc1
  hIAP act = 0.88
  HKDC1 inhibitor = 8
  mIAP activ = 1
  APOBEC3A inh = 11
  PfGluPho inh = -15
  mIAP block = 0
  hIAP inh = 12
  ATG4B inh = -3

(next part)
hIAP act	HKDC1 inhibitor	mIAP activ	APOBEC3A inh	PfGluPho inh	mIAP block	hIAP inh	ATG4B inh	SMILES
1	-10	0.91	-5	-29	9	-3	-5	Cc1cc2ccccc2nc1SCC(=O)NC1CCCCC1
1	1	1	1	3	-4	-3	-7	COc1ccccc1C(=O)NC1CCCCCCC1
0.96	-5	1	-4	-1	-3	4	6	CN(C(=O)c1ccc(NC(=O)Cc2cccc([N+](=O)[O-])c2)cc1)C1CCCC1
0.98	-4	1	-1	2	-4	2	-5	O=C(CSc1nnc(N2CCCC2)n1-c1ccccc1Cl)N1CCN(c2ccccn2)CC1
1.1	-7	0.99	0	-12	1	-15	-10	Cc1ccc(S(=O)(=O)N2CCN(CC(O)c3ccccc3)CC2)cc1C (stereo not given)
1.1	1	1	3	15	-1	-15	-4	O=C(c1ccco1)N1CCN(C(=O)c2cc(-c3ccccn3)nc3ccc(Cl)cc23)CC1
1.9	-4	0.98	3	-22	2	-87	-1	Cc1ccc(NS(=O)(=O)c2ccc(NC(=O)c3ccccc3C(=O)O)cc2)c(C)c1
0.94	4	1.2	-4	-9	-20	6	8	CSCCC(NC(=O)c1ccccc1)C(=O)NCCCSc1ccccc1 (stereo not given)
0.88	0	0.68	-3	51	32	12	-15	NC(=S)N/N=C/c1ccc(-c2ccc([N+](=O)[O-])cc2)o1
1	4	1	-5	-2	-4	-1	-16	O=C(C1CCCN(S(=O)(=O)c2cccc3nonc23)C1)N1CCC(Cc2ccccc2)CC1 (stereo not given)

Quoted at random: two compounds from above
hIAP act	HKDC1 inhibitor	mIAP activ	APOBEC3A inh	PfGluPho inh	mIAP block	hIAP inh	ATG4B inh	SMILES
1.1	-7	0.99	0	-12	1	-15	-10	Cc1ccc(S(=O)(=O)N2CCN(CC(O)c3ccccc3)CC2)cc1C (stereo not given)
0.94	4	1.2	-4	-9	-20	6	8	CSCCC(NC(=O)c1ccccc1)C(=O)NCCCSc1ccccc1 (stereo not given)

Some of these compounds in order of the APOBEC3A inh value, smallest number first.
mol	hIAP act	HKDC1 inhibitor	mIAP activ	APOBEC3A inh	PfGluPho inh	mIAP block	hIAP inh	ATG4B inh
O=C(C1CCCN(S(=O)(=O)c2cccc3nonc23)C1)N1CCC(Cc2ccccc2)CC1 (stereo not given)	1	4	1	-5	-2	-4	-1	-16
NC(=S)N/N=C/c1ccc(-c2ccc([N+](=O)[O-])cc2)o1	0.88	0	0.68	-3	51	32	12	-15
O=C(CSc1nnc(N2CCCC2)n1-c1ccccc1Cl)N1CCN(c2ccccn2)CC1	0.98	-4	1	-1	2	-4	2	-5
O=C(c1ccco1)N1CCN(C(=O)c2cc(-c3ccccn3)nc3ccc(Cl)cc23)CC1	1.1	1	1	3	15	-1	-15	-4

Next structures.
hIAP act	HKDC1 inhibitor	mIAP activ	APOBEC3A inh	PfGluPho inh	mIAP block	hIAP inh	ATG4B inh	SMILES
1.1	5	0.85	-7	-2	15	-7	2	CCC(CC)C1=NN2C(=N)/C(=C/c3ccc(OC(=O)c4ccco4)cc3)C(=O)N=C2S1
1	17	0.85	2	21	15	-2	-5	CC(=O)c1ccc(NC(=O)CSc2nc(N)c3cc4c(nc3n2)CCCC4)cc1
0.9	0	1.1	-1	1	-7	10	7	Cc1cc2c(ncn2Cc2ccccc2)c([N+](=O)[O-])c1C
0.93	13	1	-1	-4	-5	8	-2	Cc1cc(C)cc(CC2CC(=O)N(c3ccc(Cl)cn3)C2=O)c1 (stereo not given)
1.1	-3	1	-7	4	-1	-13	-17	COc1cccc(NC(=O)CN(C)C(=O)/C=C/c2cc(OC)ccc2OC)c1
1.2	-4	1	-2	-9	-1	-25	-2	O=C(CN1CCOCC1)Nc1ccc([N+](=O)[O-])cc1
1.1	-1	1	-4	-38	-4	-10	-4	COc1ccc(/C(O)=C2/C(=O)C(=O)N(CC3CCCO3)C2c2cccc(OC)c2)cc1 (stereo not given)
0.93	2	1	-1	9	-4	7	-3	CC(C)CCn1nnnc1C(c1ccc(F)cc1)N1CCC(C(N)=O)CC1 (stereo not given)
1	-4	0.93	0	0	7	-1	-5	O=c1cc[nH]c2cc(Cl)ccc12
0.95	-3	0.91	-1	34	9	5	-26	OCC1(Cc2ccccc2)CCCN(Cc2ccc(-c3ccco3)cc2)C1 (stereo not given)

Record cards (already shown). Values in the order: hIAP act	HKDC1 inhibitor	mIAP activ	APOBEC3A inh	PfGluPho inh	mIAP block	hIAP inh	ATG4B inh
CCC(CC)C1=NN2C(=N)/C(=C/c3ccc(OC(=O)c4ccco4)cc3)C(=O)N=C2S1 in the list: 1.1	5	0.85	-7	-2	15	-7	2
Cc1cc2c(ncn2Cc2ccccc2)c([N+](=O)[O-])c1C in the list: 0.9	0	1.1	-1	1	-7	10	7
CC(=O)c1ccc(NC(=O)CSc2nc(N)c3cc4c(nc3n2)CCCC4)cc1 in the list: 1	17	0.85	2	21	15	-2	-5
O=c1cc[nH]c2cc(Cl)ccc12 in the list: 1	-4	0.93	0	0	7	-1	-5
Cc1cc(C)cc(CC2CC(=O)N(c3ccc(Cl)cn3)C2=O)c1 (stereo not given) in the list: 0.93	13	1	-1	-4	-5	8	-2

More compounds:
hIAP act	HKDC1 inhibitor	mIAP activ	APOBEC3A inh	PfGluPho inh	mIAP block	hIAP inh	ATG4B inh	SMILES
0.96	13	0.9	-5	20	10	4	-3	COCCNC(=S)Nc1ccc2nsnc2c1
1.4	-2	0.96	-14	29	4	-37	1	CCOC(=O)c1[nH]nc(-c2c(O)cc(C)cc2O)c1-c1csc(C)n1
2	15	0.91	-2	-19	9	-97	-2	COc1cccc(/C=N/Nc2ncnc(Cl)c2N)c1O
1.3	1	1	0	1	0	-26	0	CC(C)[C@H](NC(=O)[C@@H]1CSC2c3ccccc3C(=O)N21)C(=O)NC1CCCCC1 (stereo not given in full)
0.97	3	0.95	0	6	5	3	-4	Nc1ccc2sc(N)nc2c1
0.84	5	0.88	-7	-14	12	16	-1	Clc1ccc(-n2ncc3c(N4CCCCCC4)ncnc32)cc1
0.87	-4	1.1	0	-8	-11	13	0	Cc1n[nH]c(C)c1-c1nc2ccccc2[nH]1
1	-3	1.1	0	-5	-12	-4	0	O=C(Nc1ccccc1)N1CCC(n2c(=O)[nH]c3ccccc32)CC1
0.96	-7	0.97	0	-7	3	4	-8	COc1ccc(NC(=S)N(CCCN2CCN(C)CC2)Cc2cccs2)cc1
1	-1	1.1	-2	7	-6	0	1	CCOc1ccccc1Nc1nnc(SCC(=O)NC2CCS(=O)(=O)C2)s1 (stereo not given)
0.97	-4	0.9	-5	-3	10	3	-8	CN(CC(=O)Nc1cccc(F)c1)C(=O)CC1CCCCC1
1.2	-7	1.1	-2	-9	-7	-24	-3	C/C(=N\NC(N)=S)c1cccnc1
0.99	-3	1	-3	-32	0	1	6	COc1ccc(/C=C2\SC(=O)N(CCC(=O)NC3CCS(=O)(=O)C3)C2=O)cc1 (stereo not given)
0.91	-5	1.1	3	-6	-6	9	-4	COc1ccccc1N1CCN(C(=O)CSc2nnc(C)n2C2CC2)CC1
0.81	-1	1.1	-1	10	-6	19	8	COc1cccc(-c2nnc(SCC(=O)Nc3cc(C)on3)o2)c1
0.98	-6	0.97	10	-7	3	2	0	COc1ccc(C(CNC(=O)c2cncc(Br)c2)N(C)C)cc1 (stereo not given)
1.1	-6	0.96	4	0	4	-6	5	CCC(=O)N1CCc2cc(Br)cc(S(=O)(=O)CCC(=O)NCC3CCCO3)c21 (stereo not given)
1.3	-5	0.97	-4	13	3	-26	0	COc1cccc(Nc2c3c(nc4c(-c5ccccc5)c(C)nn24)CCC3)c1
0.83	1	1	0	-1	-2	17	2	CN(C)CCCNc1nc(N)c([N+](=O)[O-])c(NCc2ccccc2)n1
0.78	-7	1	1	4	-3	22	-2	Clc1ccc(-c2nnc(-c3ccccc3)o2)c(Cl)c1
1.2	-6	0.96	-3	-9	4	-21	-6	CCOC(=O)C1C(=O)NC(N2CCN(c3ccccc3)CC2)=NC1c1ccco1 (stereo not given)
0.87	1	0.89	-3	10	11	13	-9	NC(=O)c1ccc(-c2c(-c3ccccc3)sc3ccccc23)cc1
1	0	1.1	2	-6	-7	-3	3	C=CCn1c(N2CCN(c3ccc(OC)cc3)CC2)nc2c1c(=O)[nH]c(=O)n2C
1.1	-6	1	40*	-16	-5	-15	-3	CCC(Sc1nnnn1C)C(=O)Nc1ccc(C(C)=O)cc1 (stereo not given)
0.82	-8	1.1	-1	-10	-5	18	1	CC1=CS(=O)(=O)CC1Sc1nc2ccccc2[nH]1 (stereo not given)
1.3	-3	1	1	-1	-5	-25	-3	CCCCCn1c(C(Cc2ccccc2)NC(C)=O)nc2ccccc21 (stereo not given)
0.95	-3	0.96	-3	9	4	5	0	COCC(=O)Nc1nnc(SCC(=O)N2CCCCC2)s1
x	-5	1.1	2	7	-12	x	3	COc1ccc(-c2noc(CCC(=O)N3CCN(c4ccc(Br)cc4)CC3)n2)cc1
1.1	-6	1	1	-2	-5	-10	-12	O=C(Nc1ccc(Cl)cc1C(F)(F)F)c1ccc(Cl)cc1
0.96	-6	0.97	-3	2	3	4	-5	COCCOC(=O)C1=C(C)NC(=O)NC1/C=C/c1ccccc1 (stereo not given)

Source: PubChem BioAssay
